D2 potentiator – HTS Assay for Positive Allosteric Modulators of the Human D2 Dopamine Receptor: Primary Screen for Potentiators | AID 485347, 2010 | 340,000 compounds, 0.34% hits | D(2) dopamine receptor (Homo sapiens), P14416 | potentiation, % at 10 µM | HEK293 T-REx D2, calcium flux, EC20 dopamine potentiation;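 active = potentiation over 3 SD above the plate norm, cut at about 30% in these data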; also: 0% is about no effect
Target sequence (P14416 whole entry, looked up): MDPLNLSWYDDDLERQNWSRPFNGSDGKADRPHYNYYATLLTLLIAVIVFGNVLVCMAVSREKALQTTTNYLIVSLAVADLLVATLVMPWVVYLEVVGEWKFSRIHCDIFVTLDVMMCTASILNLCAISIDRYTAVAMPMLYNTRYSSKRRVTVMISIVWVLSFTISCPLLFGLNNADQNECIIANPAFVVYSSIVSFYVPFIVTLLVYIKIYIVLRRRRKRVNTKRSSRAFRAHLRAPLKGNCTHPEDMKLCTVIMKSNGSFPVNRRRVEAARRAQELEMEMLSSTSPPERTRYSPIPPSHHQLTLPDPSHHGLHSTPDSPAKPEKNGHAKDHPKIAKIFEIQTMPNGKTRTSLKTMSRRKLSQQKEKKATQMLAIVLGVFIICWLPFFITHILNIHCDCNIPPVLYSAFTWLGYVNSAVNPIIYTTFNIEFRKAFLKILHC
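Potentiation of an EC20 dopamine calcium response measured kinetically over 180 s, after a preceding 180 s compound-only read flagging agonists. Cells: inducible Hek293 Trex D2 line, 4000/well, cultured overnight at 30 C before dye loading.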
RXFP1 antag – qHTS Assay for Antagonists of the Relaxin Receptor RXFP1; AID 1259400, 2018; 350,000 compounds, 0.59% hits; HEK293-RXFP1, relaxin-stimulated cAMP HTRF, 30 min; stronger effect = lower value; Relaxin receptor 1 (Homo sapiens), Q9HBX9; activity change, negative = inhibition, % at 57.5 µM;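 active = activity change of -60% or lower, but not beyond a set lower limit; inconclusive = change between -60% and -40%, or beyond the set limit; inactive = change above -40%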; also: % is scaled to controls: 0 for no effect and ±100 for the full control effect
D2 antagonist – HTS Assay for Allosteric Antagonists of the Human D2 Dopamine Receptor: Primary Screen for Antagonists; inhibition, % at 10 µM; HEK293 TREx D2 cells, calcium flux, dopamine EC80; 340,000 compounds, 2% hits; AID 485344, 2010; D(2) dopamine receptor (Homo sapiens), P14416; in the data active = inhibition above about 30%; also: 0% is about no effect
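Antagonism is scored as inhibition of an EC80 dopamine-evoked calcium signal in a force-coupled, tetracycline-inducible HEK293 T-REx D2 line, with compound present 180 s before agonist.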
RXFP1 agonist – qHTS Assay for Agonists of the Relaxin Receptor RXFP1. Potency, µM (highest dose often 57.5 µM), for the others: at the top dose activation, hits mostly activators. 370,000 compounds, 0.3% hits. Relaxin receptor 1 (Homo sapiens), Q9HBX9. HEK293T-RXFP1 cAMP TR-FRET, 30 min; response scale: percent of porcine relaxin response, buffer zero; active = well fitted activation curve with a large enough effect; inconclusive = small, poorly fitted or top-dose-only effect; also: potency is read from the fitted curve at half-maximal effect; % is scaled to controls: 0 for no effect and ±100 for the full control effect; nearly all actives have a fitted effect of over 60% in size; many of its hits are not listed in these tables
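HEK293T cells stably expressing RXFP1 were pretreated with the PDE4 inhibitor Ro 20174, exposed to compounds for 30 min at 37C, lysed, and cAMP was read by TR-FRET. Data normalized to buffer (basal) and 29 nM porcine relaxin (100%).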
TRHR PAM – qHTS for Small Molecule Agonists and Allosteric Enhancers of Human TRH Receptor: Primary Screen for Enhancers. Thyrotropin-releasing hormone receptor (Homo sapiens), P34981. TRHR cells, fluo-8 calcium fluorescence, EC20 TRH enhancement. enhancement, % at 2 µM. 360,000 compounds, 0.66% hits. AID 493056, 2011; in the data active = enhancement above about 30%; also: 0% is about no effect
Target sequence (P34981 whole entry, looked up): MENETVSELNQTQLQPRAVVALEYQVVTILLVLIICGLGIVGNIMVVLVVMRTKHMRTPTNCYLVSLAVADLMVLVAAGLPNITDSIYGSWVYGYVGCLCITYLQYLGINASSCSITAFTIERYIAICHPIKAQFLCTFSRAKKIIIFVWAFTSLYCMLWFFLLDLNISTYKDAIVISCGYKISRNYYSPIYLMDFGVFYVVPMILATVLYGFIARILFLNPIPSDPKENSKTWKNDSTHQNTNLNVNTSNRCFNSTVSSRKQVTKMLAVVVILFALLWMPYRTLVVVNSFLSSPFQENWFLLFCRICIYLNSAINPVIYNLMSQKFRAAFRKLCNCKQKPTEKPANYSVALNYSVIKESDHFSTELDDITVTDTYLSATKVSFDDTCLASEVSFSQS
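TRHR-expressing cells loaded with fluo-8 calcium dye were read kinetically (ex 480/em 530) during compound addition, then stimulated with an EC20 of TRH (10 nM final). Enhancement of the Gq-mediated intracellular calcium response was scored.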
D1 agonist – Allosteric Agonists of the Human D1 Dopamine Receptor: qHTS. activation, % at 2 µM. 360,000 compounds, 1% hits. AID 504660, 2011. HEK293 T-REx D1 cells, calcium flux, agonist mode. D(1A) dopamine receptor (Homo sapiens), P21728; in the data active = activation above about 30%; also: 0% is about no effect
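Tetracycline-induced HEK293 TREx D1 cells, force-coupled to calcium signalling, were dye-loaded with a no-wash calcium kit. Compound was pin-added after a 10 s baseline. Fluorescence was read kinetically at 1 cycle/s for 180 s, with calcium rises flagged as agonism.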
D2 ag – HTS Assay for Allosteric Agonists of the Human D2 Dopamine Receptor: Primary Screen for Agonists; 340,000 compounds, 0.53% hits; HEK293 T-REx D2 cells, calcium flux agonist mode; AID 485358, 2010; activation, % at 2 µM;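 active = activation over 3 SD above normal in the single-dose calcium agonist read, cut at about 30% in these data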; also: 0% is about no effect
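Tetracycline-induced HEK293 T-REx cells with force-coupled D2 receptor, plated overnight at 30 C, loaded with no-wash calcium dye. After a 10 s baseline, compound was pin-added and calcium flux read kinetically for 180 s; calcium rises flagged agonists.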
D1 potentiator – Potentiators of Human D1 Dopamine Receptor: qHTS | D(1A) dopamine receptor (Homo sapiens), P21728 | HEK293 TREx D1 cells, calcium flux, dopamine EC20 potentiation | potentiation, % at 10 µM | 360,000 compounds, 0.036% hits; in the data active = potentiation above about 30%; also: 0% is about no effect
D1 antagonist – Antagonist of Human D 1 Dopamine Receptor: qHTS. activity change, negative = inhibition, % at 10 µM. 360,000 compounds, 3.2% hits. HEK293 TREx D1 cells, calcium flux, dopamine EC80; stronger effect = lower value. D(1A) dopamine receptor (Homo sapiens), P21728; in the data active = activity change below about -30%; also: % is scaled to controls: 0 for no effect and ±100 for the full control effect
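HEK293 T-REx cells expressing inducible, force-coupled D1 receptor; no-wash Ca dye, 30–90 min RT. Cmpd → 180 s read at 1 Hz → EC80 DA → 180 s read.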
Active calls of the source: *.

Screening CC(C)c1ccc(S(=O)(=O)N2CCN(C(=O)C3CCN(C(=O)c4ccc(F)cc4)CC3)CC2)cc1 returned D2 potentiator -2, RXFP1 antag -15, D2 antagonist 4, RXFP1 agonist -1.7%, TRHR PAM -5, D1 agonist 4, D2 ag -0.3, D1 potentiator -4 and D1 antagonist -12.
For O=C(N/N=C/c1ccc2cccnc2c1)c1ccco1 the results were D2 potentiator 13, RXFP1 antag -14, D2 antagonist -10, RXFP1 agonist 0.9%, TRHR PAM 2, D1 agonist 3, D2 ag -0.2, D1 potentiator -7 and D1 antagonist 6.
O=c1c2cc(Br)ccc2[nH]c(=S)n1Cc1cccnc1 was read as D2 potentiator 2, RXFP1 antag 1, D2 antagonist -7, RXFP1 agonist 26%, TRHR PAM -4, D1 agonist 5, D2 ag 0.0, D1 potentiator -8 and D1 antagonist 23.
Screening N#Cc1c(-c2ccc(Br)cc2)cc(-c2cccnc2)nc1N returned D2 potentiator 8, RXFP1 antag -13, D2 antagonist -3, RXFP1 agonist 2.7%, TRHR PAM 4, D1 agonist 0, D2 ag -0.2, D1 potentiator -3 and D1 antagonist 8.
COc1cccc(C(=O)Nc2cc(C(F)(F)F)ccc2Cl)c1 was read as D2 potentiator 6, RXFP1 antag -16, D2 antagonist -9, RXFP1 agonist -1.5%, TRHR PAM -5, D1 agonist 3, D2 ag 0.5, D1 potentiator -2 and D1 antagonist 1.
Screening Cc1ccc2nc(NCCCN3CCOCC3)c(C=NCCCN3CCOCC3)c(=O)n2c1 returned D2 potentiator 5, RXFP1 antag -1, D2 antagonist -4, RXFP1 agonist 4.2%, TRHR PAM 32*, D1 agonist 1, D2 ag 0.2, D1 potentiator -8 and D1 antagonist 11.
For COc1ccc(Cc2nc(-c3cccs3)no2)cc1 the results were D2 potentiator -5, RXFP1 antag 0, D2 antagonist 24, RXFP1 agonist 2.2%, TRHR PAM -3, D1 agonist -1, D2 ag -1.1 and D1 potentiator -2.
`Cc1ccc(CNC(=O)COC(=O)c2cccc(S(=O)(=O)N3CCCCC3)c2)cc1` gave D2 potentiator 3, RXFP1 antag -3, D2 antagonist 13, RXFP1 agonist 1.9%, TRHR PAM -4, D1 agonist 13, D2 ag 0.4 and D1 antagonist -16.
For O=C(Nc1cccc(-c2cnc3ccccc3n2)c1)c1ccncc1 the results were D2 potentiator -7, RXFP1 antag -20, D2 antagonist -13, RXFP1 agonist 1.1%, TRHR PAM 1, D1 agonist -1, D2 ag -0.6 and D1 potentiator -4.
CCCOc1ccccc1C(=O)NC(CO)C(=O)O (stereo not drawn) was read as D2 potentiator -3, RXFP1 antag -4, D2 antagonist 10, RXFP1 agonist -0.6%, TRHR PAM -10, D1 agonist -1, D2 ag 0.3 and D1 potentiator 1.
Screening CCOC(=O)C1CCN(C(=O)c2cccc(NS(=O)(=O)c3ccc(Br)cc3)c2)CC1 returned D2 potentiator -6, RXFP1 antag 8, D2 antagonist -4, RXFP1 agonist 2.0%, TRHR PAM -4, D1 agonist 2, D2 ag -1.3, D1 potentiator 4 and D1 antagonist -3.
O=C(/C=C/c1ccco1)Nc1cc(Cl)ccc1C(=O)O was read as D2 potentiator 8, RXFP1 antag -9, D2 antagonist 34*, RXFP1 agonist 0.7%, TRHR PAM 5, D1 agonist 2, D2 ag -1.5, D1 potentiator -4 and D1 antagonist -2.
Cc1ccc(N2C(=O)C(F)(F)C2c2ccccc2)cc1 (stereo not drawn) was read as D2 potentiator -1, RXFP1 antag -25, D2 antagonist 2, RXFP1 agonist 0.3%, TRHR PAM -5, D1 agonist 14, D2 ag -1.7, D1 potentiator -4 and D1 antagonist -2.
For COC(=O)c1ccc(CSc2nnc(C)n2N)o1 the results were D2 potentiator 4, RXFP1 antag -6, D2 antagonist -1, RXFP1 agonist -0.6%, TRHR PAM -7, D1 agonist 6, D2 ag 0.1, D1 potentiator -6 and D1 antagonist -10.
`Cc1ccc(-n2ccnc2SCC(=O)O)c(C)c1` gave D2 potentiator -9, RXFP1 antag -2, D2 antagonist 10, RXFP1 agonist 1.7%, TRHR PAM 0, D1 agonist -1, D2 ag -0.3, D1 potentiator 4 and D1 antagonist 13.
Cc1cc(C)n(-c2nc3ccccc3nc2N2CCCC2)n1 was read as D2 potentiator 0, RXFP1 antag 7, D2 antagonist -3, RXFP1 agonist 1.0%, TRHR PAM -3, D1 agonist 0, D2 ag 0.0, D1 potentiator 4 and D1 antagonist -4.
Screening CS(=O)(=O)N1CCN(c2nc(-c3ccccc3)cs2)CC1 returned RXFP1 antag 8, RXFP1 agonist 0.3%, TRHR PAM 0, D1 agonist 0, D1 potentiator -15 and D1 antagonist -10.
Screening Cc1ccccc1-c1noc(-c2ccc(N3CCN(c4ccccc4)CC3)c([N+](=O)[O-])c2)n1 returned D2 potentiator 3, RXFP1 agonist 9.2%, TRHR PAM 20, D1 agonist 0, D2 ag 0.9, D1 potentiator 0 and D1 antagonist 3.
Screening CCOc1ccc(NC(=O)CN2C(=O)CSC(C)C2=O)cc1 (stereo not drawn) returned D2 potentiator -6, RXFP1 antag -11, D2 antagonist 2, RXFP1 agonist 0.5%, TRHR PAM 15, D1 agonist 3, D2 ag 9.4, D1 potentiator -4 and D1 antagonist -1.
`O=C(CCc1nnc(Cc2ccc(-c3ccccc3)cc2)o1)NCCc1ccccn1` gave D2 potentiator 25, RXFP1 antag -9, D2 antagonist -1, RXFP1 agonist -0.8%, TRHR PAM -11, D1 agonist 7, D2 ag -1.0, D1 potentiator -1 and D1 antagonist -23.

Molecules shown so far that contain an aryl thioether with sulfur outside any ring (two):
For COC(=O)c1ccc(CSc2nnc(C)n2N)o1 the results were D2 potentiator 4, RXFP1 antag -6, D2 antagonist -1, RXFP1 agonist -0.6%, TRHR PAM -7, D1 agonist 6, D2 ag 0.1, D1 potentiator -6 and D1 antagonist -10.
`Cc1ccc(-n2ccnc2SCC(=O)O)c(C)c1` gave D2 potentiator -9, RXFP1 antag -2, D2 antagonist 10, RXFP1 agonist 1.7%, TRHR PAM 0, D1 agonist -1, D2 ag -0.3, D1 potentiator 4 and D1 antagonist 13.

(cont.)
Screening COc1ccccc1OCCSc1nc2ccc([N+](=O)[O-])cc2s1 returned D2 potentiator -8, RXFP1 antag 14, D2 antagonist 4, RXFP1 agonist 0.3%, TRHR PAM -5, D1 agonist 3, D2 ag -0.3, D1 potentiator -14 and D1 antagonist -57*.
CCN(C(=S)Nc1cccnc1)c1cccc2ccccc12 was read as D2 potentiator 5, RXFP1 antag 7, D2 antagonist 1, RXFP1 agonist 3.6%, TRHR PAM 1, D1 agonist -1, D2 ag -0.3 and D1 potentiator -3.
Nc1c(C(=O)Nc2cccc(C(=O)O)c2)sc2nc3c(cc12)CCCC3 was read as D2 potentiator 12, RXFP1 antag -1, D2 antagonist -5, RXFP1 agonist 26%, TRHR PAM 0, D1 agonist 1, D2 ag -0.1, D1 potentiator -6 and D1 antagonist -7.
Cc1ccc(NC(=O)CN(C)C(=O)COc2cccc3cccnc23)cc1 was read as D2 potentiator -18, RXFP1 antag -5, D2 antagonist -14, RXFP1 agonist -0.2%, TRHR PAM 0, D1 agonist -1, D2 ag -0.7, D1 potentiator 1 and D1 antagonist 0.
COc1ccc(NC(=O)CCSc2nc(-c3ccc(OC)cc3)cc(C(F)(F)F)n2)cc1 was read as D2 potentiator -7, RXFP1 agonist inconclusive, TRHR PAM -3, D1 agonist 1, D2 ag 0.3, D1 potentiator -4 and D1 antagonist -5.
`Cc1cc(C)cc(N2C(=O)CC(Cn3nc(C)cc3C)C2=O)c1` (stereo not drawn) gave D2 potentiator -4, RXFP1 antag 13, D2 antagonist -9, RXFP1 agonist 3.4%, TRHR PAM -1, D1 agonist 3, D2 ag -0.1, D1 potentiator -2 and D1 antagonist 3.
`Cc1nc(NC(C)c2ccccc2)sc1C(=O)Nc1ccccc1` (stereo not drawn) gave RXFP1 antag -9, RXFP1 agonist -2.2%, TRHR PAM 14, D1 agonist 0, D1 potentiator -3 and D1 antagonist -14.
For O=c1oc2cc(Oc3c([N+](=O)[O-])cc(C(F)(F)F)cc3[N+](=O)[O-])ccc2c2c1CCCC2 the results were D2 potentiator 9, RXFP1 antag -6, D2 antagonist 2, RXFP1 agonist 1.1%, TRHR PAM -7, D1 agonist 4, D2 ag -0.1, D1 potentiator 5 and D1 antagonist -8.
For COc1ccccc1NC(=S)N(Cc1ccco1)Cc1cc2cc(C)c(C)cc2[nH]c1=O the results were D2 potentiator 5, D2 antagonist 24, RXFP1 agonist 1.4%, TRHR PAM 16, D1 agonist 2, D2 ag -0.5, D1 potentiator -7 and D1 antagonist -18.
For CNC(=S)/N=C(\Nc1ccc(C)cc1)c1ccccc1 the results were D2 potentiator -2, RXFP1 antag 6, D2 antagonist -7, RXFP1 agonist 1.9%, TRHR PAM -7, D1 agonist 3, D2 ag 0.2, D1 potentiator 4 and D1 antagonist -3.
Screening O=C1CC2(CCCCC2)Oc2ccc(O)cc21 returned D2 potentiator 12, RXFP1 antag 7, D2 antagonist 6, RXFP1 agonist 1.4%, TRHR PAM 9, D1 agonist 2, D2 ag -0.1, D1 potentiator 0 and D1 antagonist -1.
For CCCOC(=O)C1C2C=C[C@]3(CN(CCc4ccccc4)C(=O)[C@H]13)O2 (stereo partly drawn) the results were D2 potentiator 6, RXFP1 antag -38, D2 antagonist 5, RXFP1 agonist -0.6%, TRHR PAM -4, D1 agonist 1, D2 ag -1.1, D1 potentiator -8 and D1 antagonist 4.
Screening Cc1cc(C)c(S(=O)(=O)Nc2cccc(-n3cnnn3)c2)c(C)c1 returned D2 potentiator 3, RXFP1 antag 0, D2 antagonist -20, RXFP1 agonist 2.5%, TRHR PAM -4, D1 agonist 6, D2 ag 1.5, D1 potentiator -1 and D1 antagonist -16.
CC1(C)Cc2c(cnn2-c2ccc(F)cc2)C(NC(=O)c2ccc(=O)oc2)C1 (stereo not drawn) was read as RXFP1 antag -4, RXFP1 agonist 2.1%, TRHR PAM 23, D1 agonist 1, D1 potentiator -3 and D1 antagonist 0.

Compound activity from PubChem BioAssay.

These rows are one share of the data. The share of hits here may be higher or lower than overall.
